Screening data: PubChem, The Scripps Research Institute Molecular Screening Center
phage Ecoli inh: E. coli growth loss with phage present; growth absorbance; inhibition, % at 11.9 µM; actives 0.26% (n = 360,000); in the data active = inhibition above about 11%
Numbers without * were called inactive; & = joins results of further samples.

SMILES	phage Ecoli inh
Cc1c(C(=O)NCc2ccc([N+](=O)[O-])cc2)sc(=O)n1Cc1ccc(-c2ccccc2)cc1	2.1
COC(=O)c1ccc(CNC(=O)/C=C/[C@H]2O[C@@H](n3cc(C)c(=O)[nH]c3=O)C[C@@H]2O)cc1	1.0
Cc1ccc(S(=O)(=O)NCc2ccc3c(c2)OCO3)cc1	4.0
CC(C)C[C@@H]1O[C@H](CCc2ccccc2)Cc2[nH]c(=S)[nH]c(=O)c21	-1.4
CNC(=O)OCc1cocc1COC(=O)NC	1.8
Cc1ccccc1-c1cnc(C(O)c2ccc(F)cc2C)[nH]1 (stereo unspecified)	0.2
Cc1cccc(C)c1NC(=O)C(c1ccccc1)N1CCC(c2ccccc2)CC1 (stereo unspecified)	0.6
O=C(NCc1ccccc1)[C@H]1CCCN1C(=O)[C@H]1CCCN1C(=O)c1ccc(F)cc1	3.3
COC(=O)C1=C(C)N(Cc2ccccc2C(F)(F)F)C(=NCc2ccc(OC)cc2)NC1c1ccccc1C(F)(F)F (stereo unspecified)	1.0
OC(c1cccc(F)c1)c1ncc(-c2ccc(Oc3ccccc3)cc2)[nH]1 (stereo unspecified)	0.3
CC(=O)NCCNc1nc(NCc2cccs2)nc2ccsc12	1.9
CSc1ccccc1CNc1nc(NCC2CC2)nc2ccsc12	3.4
COc1cccc(CNC(=O)[C@H]2CCCN2C(=O)[C@H]2CCCN2C(=O)c2ccccc2)c1	3.2
COC(=O)[C@@]12C[C@@H](CC(=O)N3CCN(C(=O)c4ccco4)CC3)C(=O)N(Cc3ccccc3)C1=CCC(C)(C)C2	3.0
COc1cccc(C(=O)N[C@H](C(=O)N2CCC[C@H]2C(=O)NC2CCCC2)C2CCCCC2)c1	1.1
Cc1cccc(C)c1-n1nnnc1C(c1ccnc2ccccc12)N1CCN(C/C=C/c2ccccc2)CC1 (stereo unspecified)	5.3
Cc1cc(C)n(CCNC(=O)[C@H]2O[C@@H](n3ccc(N)nc3=O)[C@H](O)[C@@H]2O)n1	2.1
CC(C)N(C)c1ncnc2c1ncn2[C@H]1CN(Cc2cccs2)C[C@@H](CO)O1	2.6
Cc1cc(C)nc(Nc2nc(C(N)CCc3ccccc3)cs2)n1 (stereo unspecified)	2.3
O=C(NC1CCCCC1)C1c2ccccc2OCC(=O)N1Cc1ccc2c(c1)OCO2 (stereo unspecified)	1.8
CCc1nc2c(OCC(N)=O)cccn2c1N(C)C(=O)C(C)C	3.6
CCc1nc2ccc(C(=O)NCc3ccccc3OC)cn2c1N(CC)CCOC	0.2
NC(c1csc(NC(=O)Nc2cccc(C(F)(F)F)c2)n1)C1CCCCC1 (stereo unspecified)	2.0
CCOC(=O)[C@]12CCCC=C1N(Cc1ccc3c(c1)OCO3)C(=O)[C@H](CC(=O)NCc1ccc(OC)c(OC)c1)C2	1.1
c1cncc(Oc2ccc(NCCc3c[nH]c4ccccc34)cc2)c1	-0.2
COc1cc(C(O)c2nc(-c3csc4ccccc34)cs2)ccc1F (stereo unspecified)	2.5
Cc1c(C(=O)NCc2cccc(C(F)(F)F)c2)sc(=O)n1Cc1ccc(S(=O)(=O)N(C)C)cc1	3.6
Cc1ccc(S(=O)(=O)C[C@@H]2OC[C@H](CO)N2S(=O)(=O)c2ccc(C)cc2)cc1	2.9
COC(=O)[C@]12CCCCC=C1N(Cc1ccco1)C(=O)[C@H](CC(=O)NCc1ccccc1)C2	1.5
CCc1nc2ccc(C(=O)NCCCN3CCCC3=O)cn2c1N(C)C(=O)c1cccc(OC)c1	1.8
CC1(Oc2cccc(C#N)c2)CCN(Cc2csc3ccccc23)C1 (stereo unspecified)	1.3
COC(=O)c1ccc(Cn2c(C)c(C(=O)NCc3cccc(C(F)(F)F)c3)sc2=O)o1	0.5
C[C@@H]1CN([C@H](C)CO)C(=O)c2cc(NS(=O)(=O)c3ccccc3)ccc2O[C@@H](C)CCCCO[C@@H]1CN(C)Cc1ccccc1	1.5
O=C(Nc1nnc([C@H]2C[C@H](O)[C@@H](CO)O2)s1)c1cccc(C(F)(F)F)c1	2.9
Cc1c(C(=O)NCc2ccc3c(c2)OCCO3)sc(=O)n1Cc1cccc(C(F)(F)F)c1	2.9
N#Cc1ccc(C(=O)N2CCCCC2c2cc(C(=O)NCc3ccccc3)no2)cc1 (stereo unspecified)	1.2
COc1ccc(CNC(=O)CC[C@H]2O[C@@H](n3ccc(=O)[nH]c3=O)[C@H](O)[C@@H]2O)cc1	3.2
CCOC(=O)C1=CCN(S(=O)(=O)c2ccccc2C)C1c1ccc(C)cc1 (stereo unspecified)	-1.0
CC(C)CCN1C(=O)CSCC1(C)C(=O)NCc1ccccc1 (stereo unspecified)	1.4
COC(=O)[C@]12C[C@H](CC(=O)N3CCSCC3)C(=O)N(Cc3ccccc3)C1=C[C@H](C1CCCC1)O[C@@H]2C	1.0
CCOC(=O)C1(C)CCCCCN1C(=O)c1ccco1 (stereo unspecified)	1.2
COc1ccc(NC(=O)Cn2nnc(-c3ccccc3)c2COc2ccc(C(C)=O)cc2)cn1	2.2
O=C(O)[C@@H]1C[C@@H](O)CN1	4.2
CC(=O)C1=CCC(c2ccccc2)N(S(=O)(=O)c2ccccc2C)C1 (stereo unspecified)	1.5&2.1
COc1ccc(NC(=O)C(c2ccnc3ccccc23)n2c(=O)c(-c3ccccc3)nc3ccccc32)cc1 (stereo unspecified)	4.3
CN1C(=O)[C@@]2(C3=C(CCCC3=O)OC3=C2C(=O)CC(C)(C)C3)c2ccccc21	4.4
CCOC1=C2[C@@H](CN(S(=O)(=O)c3ccc(C)cc3)[C@H]2c2cccc3ccccc23)[C@H]2C(=O)N(c3ccccc3)C(=O)[C@H]2C1	3.2
O=C(NCc1ccccc1)[C@@H]1CCCN1C(=O)[C@H]1CCCN1C(=O)c1c(F)cccc1F	1.9
CC(C)(C)N1C(=O)c2ccccc2NC(=O)C1C(=O)NCCc1ccccc1 (stereo unspecified)	0.2
C[C@H](O)[C@@H]1C(=O)N2CCc3c([nH]c4c(-c5ccccc5)cccc34)[C@@H]2C[C@@H]1N(C)C(=O)c1ccco1	2.2
CCCCCCCCN1C(=O)[C@@H](CC(=O)NCC2CCCCC2)C[C@@]2(C(=O)OC)C1=C[C@H](C1CCCC1)O[C@@H]2C	4.6
Nc1nc(-c2ccccc2Cl)cs1	3.0
CN1C(=O)[C@@]2(C3=C(CCCC3=O)OC3=C2C(=O)OC2(CCCCC2)C3)c2ccccc21	2.1
CCC(=O)N1CCC1(C)C(=O)Nc1ccc2scnc2c1 (stereo unspecified)	-0.6
CCc1c(-c2ccccc2)ncn1CCc1ccccc1OC	2.7
NC(=O)c1nnn(Cc2cc(Cl)c(C(=O)c3ccc(Cl)cc3)c(Cl)c2)c1N	0.9
C[C@@H]1O[C@H](CCc2cccc(Cl)c2)CC2=C1C(=O)OC(C)(C)O2	3.4
C[C@H](CO)N1C[C@H](C)[C@@H](CN(C)C(=O)c2ccc(N3CCN(C)CC3)cc2)OCc2cn(nn2)CCCC1=O	1.0
CC(C)C[C@H]1CN([C@@H](Cc2ccccc2)CN2CCCC2CN2C(=S)NC[C@@H]2Cc2ccccc2)C(=S)N1CC1CCCCC1 (stereo partly specified)	3.2
CCOC1=C2[C@H](c3ccccc3)N(S(=O)(=O)c3ccc(C)cc3)C[C@H]2n2c(=O)n(-c3ccccc3)c(=O)n2C1	2.1

Looked up by compound from the entries so far, five records:
SMILES	phage Ecoli inh
CN1C(=O)[C@@]2(C3=C(CCCC3=O)OC3=C2C(=O)CC(C)(C)C3)c2ccccc21	4.4
C[C@H](O)[C@@H]1C(=O)N2CCc3c([nH]c4c(-c5ccccc5)cccc34)[C@@H]2C[C@@H]1N(C)C(=O)c1ccco1	2.2
C[C@@H]1O[C@H](CCc2cccc(Cl)c2)CC2=C1C(=O)OC(C)(C)O2	3.4
NC(=O)c1nnn(Cc2cc(Cl)c(C(=O)c3ccc(Cl)cc3)c(Cl)c2)c1N	0.9
O=C(NCc1ccccc1)[C@@H]1CCCN1C(=O)[C@H]1CCCN1C(=O)c1c(F)cccc1F	1.9

More records
SMILES	phage Ecoli inh
COc1ccc(CC(N)c2csc(NC(=O)CCc3ccccc3)n2)cc1 (stereo unspecified)	3.7
CC1(Cc2cccc(C(F)(F)F)c2)C(=O)Nc2c(Cl)cccc21 (stereo unspecified)	3.4
CC(C)COC(=O)N1CCCCC1c1cc(C(=O)NCc2cccnc2)no1 (stereo unspecified)	1.8
O=C(Nc1ccc(F)c(Cl)c1)c1cc(C2CCCCN2C(=O)c2ccccc2)on1 (stereo unspecified)	1.7
CCc1nc2ccc(C(=O)Nc3ccc(OC)c(OC)c3)cn2c1N(CC)Cc1cccc(Br)c1	-2.2
COc1cc(-c2cnc3c(NC=O)cc(-c4cccc(C(F)(F)F)c4)cn23)cc(OC)c1OC	2.4
CCOC(=O)[C@]12CCC=C1N(CCC1=CCCCC1)C(=O)[C@H](CC(=O)NCc1cccc(C(F)(F)F)c1)C2	-0.8
CN[C@H]1C[C@@H](c2ccccc2)N(C(C)=O)C[C@H]1CO	1.5
O=C(Nc1ccc2c(c1)OCCO2)C(c1ccncc1)n1c(=O)c(-c2ccco2)nc2ccccc21 (stereo unspecified)	4.9
O=C1NC[C@@H](CCCCN2C[C@H](Cc3ccccc3)N(CCc3ccccc3)C(=O)C2=O)N(CCc2ccccc2)C1=O	0.7
CC1(C(=O)NS(=O)(=O)c2cccc(Cl)c2)CCN1C(=O)Cc1ccccc1 (stereo unspecified)	1.7
CC(=O)Nc1cccc(-c2ccnc3c2CC(C(=O)Nc2cccc(OC(F)(F)F)c2)O3)c1 (stereo unspecified)	4.4
O=C(NCc1ccccc1)C(c1ccco1)N1CCN(CCN2CCOCC2)CC1 (stereo unspecified)	3.1
CCOC(=O)C1(C)CCCN1C(=O)c1cccc(F)c1 (stereo unspecified)	2.2
CCOC(=O)C1=CCC(c2ccc([N+](=O)[O-])cc2)N(S(=O)(=O)c2ccc(C)cc2)C1 (stereo unspecified)	2.8

Some of these compounds in order of their number in phage Ecoli inh, smallest number first:
compound	phage Ecoli inh
COC(=O)c1ccc(CNC(=O)/C=C/[C@H]2O[C@@H](n3cc(C)c(=O)[nH]c3=O)C[C@@H]2O)cc1	1.0
C[C@H](O)[C@@H]1C(=O)N2CCc3c([nH]c4c(-c5ccccc5)cccc34)[C@@H]2C[C@@H]1N(C)C(=O)c1ccco1	2.2
CCc1c(-c2ccccc2)ncn1CCc1ccccc1OC	2.7
CCOC(=O)C1=CCC(c2ccc([N+](=O)[O-])cc2)N(S(=O)(=O)c2ccc(C)cc2)C1 (stereo unspecified)	2.8
Cc1ccc(S(=O)(=O)C[C@@H]2OC[C@H](CO)N2S(=O)(=O)c2ccc(C)cc2)cc1	2.9
Cc1ccc(S(=O)(=O)NCc2ccc3c(c2)OCO3)cc1	4.0

Later entries:
SMILES	phage Ecoli inh
COc1ccc(OC)c(NC(=O)C2(C)CCN2C(C)C)c1 (stereo unspecified)	0.6
CC(C)(C)n1nnnc1C(c1cccs1)N1CCN(C/C=C/c2ccccc2)CC1 (stereo unspecified)	0.8
COc1ccccc1CNC(=O)C[C@@H]1CC[C@H]2[C@@H](COC[C@H](O)CN2Cc2ccccc2)O1	1.3
CC1(C(=O)NS(=O)(=O)C2CC2)CCN(C(=O)c2ccccc2C(F)(F)F)C1 (stereo unspecified)	1.7
FC(F)(F)c1ccccc1Cc1c(C2CCCCC2)nc2ccc(Cl)cn12	1.8
CNc1cnc(-c2ccc(F)c(F)c2F)cn1	3.6
CC1=C(C(=O)N2CCCCCC2)CC(CC(=O)NCCN2CCOCC2)C(=O)N1CCCN1CCCC1=O (stereo unspecified)	5.5
CCCCNC(=O)c1nc(-c2cccc(C(F)(F)F)c2)oc1-c1ccc(OC(F)(F)F)cc1	3.5
CC(=O)Nc1ccc(-c2ccnc3c2CC(C)(C(=O)Nc2ccc(Cl)c(C(F)(F)F)c2)O3)cc1 (stereo unspecified)	6.3
CC(=O)NCCNc1nc2cc(-c3ccc(C(=O)N4CCN(C)CC4)cc3)sc2c(=O)n1C	3.4
O=C(C[C@@H]1C=C[C@@H](NC(=O)C2CC2)[C@@H](CO)O1)NCc1ccccc1Cl	2.4
CC1(C(=O)Nc2ccc(Cl)c(Cl)c2)CCN1CCc1ccccc1 (stereo unspecified)	2.9
CC1(C(=O)NCC2CCOCC2)Cc2c(-c3cccc(C(F)(F)F)c3)ccnc2O1 (stereo unspecified)	3.0
Cc1ccc2ccc(C(Nc3ccccc3)c3ccc(C(C)C)cc3)c(O)c2n1 (stereo unspecified)	9.3
CC(C)(C)c1ccc(CC(=O)N2CCC2(C)C(=O)NCCC#N)cc1 (stereo unspecified)	3.9
COC(=O)[C@]12C[C@H](CC(=O)NCc3ccc(OC)c(OC)c3)C(=O)N(CCc3ccc(OC)c(OC)c3)C1=C[C@H](C(C)(C)C)O[C@@H]2C	9.4
CCCCCCCCN1C(=O)[C@H](CC(=O)NCc2ccc(OC)c(OC)c2)C[C@@]2(C(=O)OC)CCCCC=C12	-0.2
C[C@@H]1CN(S(=O)(=O)C(C)(C)C)[C@H](CCO)/C1=C\CCO	2.8
Cc1ccc(S(=O)(=O)Nc2ccc(Cl)cc2O)cc1	6.7
CC(C)Oc1ccc(F)cc1-c1cc(C(=O)NC2CCCCC2)[nH]n1	0.6
C[C@H](O)[C@@H]1CN2CCc3ccc(-c4ccc5c(c4)OCO5)cc3[C@@H]2C[C@@H]1N(C)C(=O)C1CCCCC1	4.6
COc1ccc(S(=O)(=O)NC(=O)C2(C)CCN2C(=O)c2c(C)noc2C)cc1 (stereo unspecified)	1.1
CS(=O)(=O)c1ccc(-c2csc(C(O)c3cccc(Cl)c3)n2)cc1 (stereo unspecified)	4.4
Cc1ccc(-c2nc3ccc(C)cn3c2Cc2ccccc2C(F)(F)F)cc1	2.5
COCCNC(=O)C1(C)CCN(C(=O)c2cccnc2Oc2ccccc2)C1 (stereo unspecified)	3.2
CCOC(=O)N1CCN(C(=O)C[C@H]2C[C@@]3(C(=O)OC)C(=C[C@H](C(C)(C)C)O[C@@H]3C)N(Cc3ccccc3)C2=O)CC1	0.2
CCc1nc2c(OCc3cccc(OC)c3)cccn2c1N(C)C(=O)c1ccccc1F	0.9
O=C(NC1CCCC1)C1c2ccccc2OCC(=O)N1Cc1ccco1 (stereo unspecified)	2.0

The list is partial. The share of hits here may be higher or lower than overall.
